High-throughput results as filed in PubChem BioAssay.
CCT chaperon mod = High-Throughput Screening for Modulators of Cytosolic Chaperonin Activity | hit rate 0.3% among 360,000 | activity change, % (test concentration not listed), hits read low | purified chaperonin ATPase assay, HTRF ADP detection, 30 min; in the data active = activity change below about -30%; note: % is set by controls: 0 for no effect and ±100 for the full control effect
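We incubate TRiC, 40 or 20 nM final, with library compounds at 76 uM and 10 uM ATP for 30 min at 37 °C. ADP formed is detected with Transcreener HTRF reagents after 30 min at room temperature.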
Abeta rescue = qHTS for compounds that reverse cellular toxicity of Amyloid beta (A-beta) peptide in yeast: Primary Screen; yeast expressing A-beta42, growth rescue, OD600, 48 h; response scale: 0% DMSO, 100% iron-clioquinol control; Potency, µM (top dose mostly 46.1 µM), for the others: at the top dose growth rescue, most hits filed as activators; hit rate 0.063% among 410,000; AID 1347071, 2019; note: potency is the fitted concentration of half-maximal effect; nearly all actives have a fitted effect of over 55% in size
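Yeast growth medium received pinned compounds, then yeast cells expressing toxic A-beta were added; plates incubated at 30 C for 48 hr. Growth read as absorbance at 600 nm, normalized to DMSO and equimolar FeCl3 plus clioquinol controls.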
pAkt inh = HTS Assay for Inhibitors of Akt Phophorylation: Primary Screen; Neuro2A IGF-stimulated pAkt S473 HTRF, 20 min; hits give low values; activity change, % for hits at 50 µM; hit rate 0.32% among 360,000; AID 651550, 2012; in the data active = activity change below about -80%; inconclusive = mostly about -51% to -80%; note: % is set by controls: 0 for no effect and ±100 for the full control effect
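Neuro2A cells (4,500/well, DMEM with 0.5% FBS) were treated with compound at a single 50 µM final concentration, stimulated with 6 nM IGF for 20 min at 37 °C, and lysed. Phospho-Akt Ser473 was read by HTRF as 665/615 ratio ×10^4.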
Nrf2 activator = qHTS of Nrf2 Activators. AREc32 ARE-luciferase reporter (MCF7-derived line), luminescence, 24 h. Potency, µM (top dose mostly 46.1 µM), without a hit: at the highest dose activation, hits mostly activators. hit rate 0.31% among 410,000. AID 624171, 2012; note: potency is the fitted concentration of half-maximal effect; % of control where 0% means no effect; nearly all actives have a fitted effect of over 65% in size
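AREc32 cells carrying an ARE-driven firefly luciferase reporter were seeded at 1000 cells/well in OPTI-MEM with 5% FBS, then exposed to compound for 24 hr at 37 deg C. Luminescence was read with Steady-Glo after 30 min at RT.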
A549 viability = Nrf2 qHTS screen for inhibitors: counterscreen for cytotoxicity | hit rate 0.16% among 390,000 | Potency, µM (highest dose often 46 µM), inactives show at the top dose activity change, negative = cytotoxicity, usual class: inhibitors | A549 ARE-Fluc cells, CellTiter-Fluor viability, 18-24 h; note: potency is the fitted concentration of half-maximal effect; % is set by controls: 0 for no effect and ±100 for the full control effect
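A549 ARE-Fluc cells in 5% FBS OPTI-MEM, 5000 cells/well, rested 2 h then exposed to compounds in concentration-response for 18-24 h at 37 °C. Viability by CellTiter-Fluor fluorescence (Ex 405/Em 525) after 30 min; luciferase luminescence (BugLite, 15 min, RT) read afterwards.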
HepG2 tox = qHTS for Inhibitors of TGF-b: Cytotox Counterscreen; HepG2 CAGA-GFP viability, ATP luminescence, 18 h; Potency, µM (doses to about 46.1 µM), for inactives: top-dose activity change, negative = cytotoxicity, most hits filed as cytotoxic; hit rate 0.76% among 410,000; AID 588856, 2011; note: potency is the fitted concentration of half-maximal effect; some results filed as inactive show a strong effect at the top dose
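HepG2 CAGA-GFP cells (1000/well, DMEM with 1% FBS) received compound, then TGF-beta at 500 pg/mL final, and were incubated 18 hours at 37 degrees C. Viability was read by CellTiter-Glo luminescence. Media-only wells were set as complete cell-killing and DMSO as no toxicity.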
Mm-Cpn inhibitor = Inhibitors of TCP-1 ring complex (TRiC) of Methanococcus maripaludis (MmCpn): qHTS | purified Mm-Cpn ATPase, ADP Transcreener TR-FRET | hit rate 0.031% among 330,000 | Chaperonin Mm-Cpn (Methanococcus maripaludis) | AID 504842, 2011 | Potency, µM (titrated, usually from 76.9 µM), for inactives: at the top dose activity, negative = inhibition, most hits filed as inhibitors; note: potency is the fitted concentration of half-maximal effect; % is set by controls: 0 for no effect and ±100 for the full control effect; nearly all actives have a fitted effect of over 80% in size
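ATP (10 uM final) was added to archaeal chaperonin (25 nM final) after 10 min exposure to test compound at 37°C; after 30 min further incubation, ADP was detected by competitive TR-FRET.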
Nrf2 block = Nrf2 qHTS screen for inhibitors. A549 ARE-Fluc reporter, luciferase luminescence, 18-24 h. hit rate 2.1% among 360,000. Potency, µM (highest dose often 46 µM), without a hit: at the top dose activity change, negative = inhibition, most hits filed as inhibitors; note: potency is the fitted concentration of half-maximal effect; % is set by controls: 0 for no effect and ±100 for the full control effect; nearly all actives have a fitted effect of over 60% in size
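In this cell-based qHTS, ARE-driven firefly luciferase in A549 cells reports Nrf2 activity; the luminescent signal after BugLite lysis is the measured value, with a prior CellTiter-Fluor read for cell health.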
TGFb inhibitor = qHTS for Inhibitors of TGF-b; HepG2 CAGA-GFP TGF-b/SMAD3 reporter, GFP fluorescence, 18 h; TGF-beta stimulated, 500 pg/mL final; Potency, µM (top dose mostly 46.1 µM), for inactives: at the highest dose activity, negative = inhibition, usual class: inhibitors; hit rate 1.2% among 410,000; AID 588855, 2011; note: potency is the fitted concentration of half-maximal effect; % is set by controls: 0 for no effect and ±100 for the full control effect; nearly all actives have a fitted effect of over 65% in size
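TGF-beta reporter screen: HEPG2 CAGA-GFP, 1% FBS, 500 pg/mL TGF-beta final, 18 h; per-cell GFP summed per well; curves fitted and categorized by class.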
An asterisk follows results filed as active; i = inactive; ? = inconclusive; nt = not tested or not shown; & = joins results of further samples; [ ] = remark or other dose. Unless noted, calls come from the whole dose curve; as a rule, active = well fitted curve in the direction sought with a large enough effect; inconclusive = small, poorly fitted or top-dose-only effect, or another doubt; inactive = no such curve, though single readings can be large; an effect the other way counts as inactive or inconclusive. No enrichment for hits; about 4.3% have a hit in one of these screens.

smiles | Mm-Cpn inhibitor | HepG2 tox | pAkt inh | CCT chaperon mod | Nrf2 block | Abeta rescue | A549 viability | Nrf2 activator | TGFb inhibitor
COc1ccccc1C(=O)NCCC(=O)NCCOc1ccccc1 | 0% | 11% | i | -0.8 | -7% | 11% | 1% | 0.2% | 5%
Cc1[nH]c2ccccc2c1C(O)c1ccncc1 (stereo not given) | -3% | -50% | i | 1.1 | 5% | -11% | -3% | 3.2% | 0%
CCOC(=O)c1sc(NC(=O)CN2CCN(c3ccc(OC)cc3)CC2)nc1C | 0% | -18% | i | -2.1 | 8% | 8% | -3% | -0.4% | -12%
COc1ccc(NC(=O)c2cc(-c3cccs3)on2)cc1 | -7% | -38% | i | -1.4 | 0% | -11% | 3% | 3.3% | 0%
OCc1csc(=Nc2ccccc2)n1-c1ccccc1 | -1% | -17% | i | 0.1 | 8% | -9% | -1% | -0.3% | 18%
Cc1ccccc1N1C(=O)C2C3C=CC(CC3)C2C1=O (stereo not given) | 1% | 20% | i | 1.9 | 9% | 3% | 1% | 0.4% | 6%
Cc1ccc(N2CCN(c3c(CN4CCCC4)c(=O)oc4ccccc34)CC2)c(C)c1 | nt | -12% | nt | nt | 7% | -20% | -12% | -2.0% | -2%
CCOc1cc(CNC(=O)c2ccc3nc(C(C)C)oc3c2)cc(OCC)c1OCC | nt | 0% | nt | nt | nt | -13% | 0% | 0.5% | 3%
O=C(O)c1ccc(NS(=O)(=O)c2cc(Cl)ccc2Cl)cc1O | -3% | 2% | i | -1.0 | -10% | -6% | -2% | -2.4% | 1%
COc1cccc(NC(=S)N(CCCN2CCOCC2)C(C)c2cc3cccc(OC)c3o2)c1 (stereo not given) | 4% | -8% | i | 1.5 | -2% | nt | -2% | 2.4% | ?
Cc1cc(O)cc(O)c1-c1onc(C(F)(F)F)c1-c1cscn1 | 2% | -31% | i | -9.9 | ? | 6% | -5% | 3.2% | ?
CCOC(=O)c1cc(-c2ccc(C)cc2)n(CCC(=O)NCCc2ccc(C)cc2)c1C | nt | -4% | nt | nt | ? | 5% | ? | 0.4% | -9%
Cc1ccc(-c2nc3ccc(Cl)cn3c2Cc2ccccc2C(F)(F)F)cc1 | nt | -3% | i | -0.5 | nt | -6% | nt | 2.6% | ?
COC(=O)c1cccc(NC(=O)CN2CCN(c3ccc(OC)cc3)CC2)c1 | 1% | -5% | i | -7.0 | -46% | -1% | 5% | -0.2% | 5%
O=C(c1cc(COc2c(F)cccc2F)on1)N1C[C@H]2CC[C@H]1C2 | 0% | -6% | i | -0.7 | ? | -3% | 2% | 4.1% | -4%

The closing 4 entries of the section above are carried over, then new ones follow.
smiles | Mm-Cpn inhibitor | HepG2 tox | pAkt inh | CCT chaperon mod | Nrf2 block | Abeta rescue | A549 viability | Nrf2 activator | TGFb inhibitor
CCOC(=O)c1cc(-c2ccc(C)cc2)n(CCC(=O)NCCc2ccc(C)cc2)c1C | nt | -4% | nt | nt | ? | 5% | ? | 0.4% | -9%
Cc1ccc(-c2nc3ccc(Cl)cn3c2Cc2ccccc2C(F)(F)F)cc1 | nt | -3% | i | -0.5 | nt | -6% | nt | 2.6% | ?
COC(=O)c1cccc(NC(=O)CN2CCN(c3ccc(OC)cc3)CC2)c1 | 1% | -5% | i | -7.0 | -46% | -1% | 5% | -0.2% | 5%
O=C(c1cc(COc2c(F)cccc2F)on1)N1C[C@H]2CC[C@H]1C2 | 0% | -6% | i | -0.7 | ? | -3% | 2% | 4.1% | -4%
COc1cccc(OC)c1C(=O)Nc1ccc(N2CCCC2)cc1 | -26% | -11% | i | 0.5 | -5% | -7% | -1% | 0.3% | 2%
COC(=O)c1ccc(C)c(NC(=O)CSc2nnc3ccccn23)c1 | 0% | 6% | i | -1.6 | 9% | 13% | -3% | -0.4% | 10%
CN(c1ccccc1)S(=O)(=O)c1cc(C(=O)c2nccn2C)ccc1Cl | 0% | -4% | i | -0.7 | ? | -8% | -12% | -0.4% | 0%
O=C(OCn1nnc2ccccc2c1=O)c1ccc(Br)o1 | 1% | 0% | i | 1.6 | 3% | 12% | -5% | -0.4% | -6%
COc1ccc(CN2CCNC(=O)C2CC(=O)NCc2cc(C)n(C)n2)c(F)c1 (stereo not given) | 2% | 15% | i | -8.5 | 0% | -7% | -5% | 0.0% | 10%
COc1ccc(-c2nnc(SCc3c(C)noc3C)o2)cc1 | 0% | -25% | i | -1.5 | 9% | -10% | 0% | 1.1% | 8%
C#CC1(NC(=O)NC(C)C)CCCCC1 | -2% | 10% | i | -1.7 | 0% | 0% | 0% | 0.2% | 15%
O=C(CN(C1CCCCC1)S(=O)(=O)c1ccc(Cl)cc1)N1CCOCC1 | -4% | -14% | i | -2.7 | -18% | 12% | nt | 0.3% | -14%
CC(=O)Nc1ccc(S(=O)(=O)N(C)CC(=O)NNC(=O)Cc2nc3ccccc3n2C)cc1 | 1% | 7% | i | -1.4 | 10% | -1% | -2% | 2.8% | -11%
Cc1ccc(-c2nc3cc(NC(=O)C(C)C)ccc3o2)cc1C | 1% | 2% | i | -1.4 | nt | -3% | -15% | -0.3% | 11%
Cc1cccc2cc(CN(Cc3ccco3)C(=O)NC3CCCCC3)c(=O)[nH]c12 | 0% | 1% | i | -3.1 | -12% | 0% | 12% | 0.2% | ?
CCc1ccc(NC(=S)Nc2cccc(OC)c2)cc1 | -2% | -19% | i | -3.2 | 11% | 19% | -3% | 4.0% | -2%
CCOC(=O)C1CCCN(S(=O)(=O)c2cc(Br)cc3c2N(C(=O)CC)CC3)C1 (stereo not given) | -14% | 3%&7% | i | -3.1 | 3% | -9%&-3% | 13%&0% | -0.4%&-0.7% | 18%&-1%
COCCCNC(=O)CCSc1ccc(C)cc1 | 0% | 27% | i | 0.6 | -15% | -2% | 5% | -0.3% | 17%
Nc1ccc(-c2ccc(N)c([N+](=O)[O-])c2)cc1[N+](=O)[O-] | -18% | 1% | i | 2.1 | 8% | -3% | -14% | 3.6% | 0%
Cc1ccn2c(Nc3ccc4c(c3)OCO4)c(-c3ccc(O)cc3)nc2c1 | -10% | -34%&-24% | i | 1.2 | 0%&5% | 9%&-1% | 0%&1% | ? | -28%&-28%
S=c1[nH]nc(COc2ccccc2)n1/N=C/c1cccnc1 | 0% | -1% | i | -2.5 | -12% | 1% | -4% | 0.3% | -3%
O=C(Nc1ccc2nccnc2c1)c1cnccn1 | 1% | -3% | i | -0.2 | ? | -13% | -8% | 0.6% | 7%
Cc1ccc(C(NC(=O)C2CCCCC2)c2c(O)ccc3ccccc23)cc1 (stereo not given) | -1% | 1% | i | -3.0 | ? | 7% | -9% | -0.1% | 4.5µM*
O=C(CCn1c(=O)oc2ccc(Cl)cc21)N1CCN(Cc2ccccc2)CC1 | 2% | 0% | i | -2.5 | 1% | 4% | -1% | 0.1% | 0%
CCOC(=O)c1c(C)[nH]c(C)c1S(=O)(=O)N1CCC(C(=O)NCc2ccccc2)CC1 | nt | 5% | nt | nt | -22% | 6% | -10% | -0.5% | -28%
O=C(OCc1ccccc1F)c1ccc2c(c1)-c1ccccc1C2=O | 0% | -4% | i | -1.5 | ? | 1% | 13% | 0.6% | 3%
COc1ccc(NC(=O)Nc2cccc3c2O[C@H](CN(C)C(=O)Nc2ccccc2)[C@@H](C)CN([C@H](C)CO)C3=O)cc1 | -2% | 0% | i | -4.5 | 10% | 9% | 0% | 4.5% | ?
CN(C)c1cc(Cl)c2nonc2c1N | -3% | -15% | i | -0.1 | -24% | 26% | 0% | 16% | ?
O=C(/C=C/c1ccco1)N1CCN(c2ncccn2)CC1 | 0% | 14% | i | -1.0 | ? | 2% | -1% | 11% | 9%
Cc1ccc(CCNC(=O)c2ccc(CS(=O)(=O)c3ccc(Br)cc3)o2)cc1 | nt | -19% | nt | nt | 10% | -3% | -10% | -0.3% | -27%
CCC1CN(C(=O)N2CCC(C(=O)NCc3ccc(OC)cc3OC)CC2)c2ccccc2O1 (stereo not given) | 2% | 5% | i | 1.9 | 0% | 1% | -4% | -0.7% | 5%
COc1cccc(C(=O)NCC(=O)N/N=C/c2cn[nH]c2-c2ccccc2)c1 | 0% | -15% | i | 2.4 | -4% | -2% | -2% | 1.5% | -3%
CCCCOc1ccc(NC(=O)c2cc3c(n(-c4ccc(Cl)cc4)c2=O)CCCC3=O)cc1 | nt | 8% | nt | nt | 25% | -22% | 0% | -0.6% | 31%[activator]
COc1cc(Cn2c(=O)oc3ccc(C)cc32)ccc1OC(C)C | -2% | -5% | i | 0.2 | -8% | 19% | -5% | -0.4% | -24%
CC(C)CNC(=O)c1ccccc1NC(=O)/C=C/c1cccc([N+](=O)[O-])c1 | -3% | -3% | i | -0.9 | 9% | -6% | -3% | 1.1% | -2%
